High-throughput results from PubChem BioAssay.
bIAP inhibitor: intestinal alkaline phosphatase (bovine) inhibition; purified bovine IAP, CDP-star luminescence, 30 min; inhibition, % at 20 µM; 190,000 tested, under 10 active; AID 1019;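 active = over 50% inhibition of intestinal alkaline phosphatase at 20 µM in the single-dose screen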
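test system = bovine IAP enzyme | medium = DEA buffer 100 mM, pH 9.8, with MgCl2 1.0 mM, ZnCl2 0.02 mM | detection = luminescence | dosing = single compound dose of 20 µM, 2% DMSO final | incubation = 30 min reaction at room temperature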
Diaphorase inh: diaphorase inhibition or chemical oxidation counter-screen. diaphorase resazurin-to-resorufin fluorescence, NADH, 16 min; bacterial (C. kluyveri) enzyme, not human. inhibition, % at 20 µM. 0.69% of 190,000 active. AID 1217;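 active = primary screen inhibition at 20 µM above a set limit, cut at about 50% in these data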;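 also: plate controls were DMSO with full reaction for no effect and wells lacking NADH for full effect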
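controls = No-NADH positive control and DMSO neutral control | system = Clostridium kluyveri diaphorase enzyme | timing = reaction incubation of 16 min at room temperature | signal = resorufin fluorescence 544/590 nm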
Diaphorase act: counter-screen for diaphorase-based assays: diaphorase activators and chemical reducers; Diaphorase/resazurin coupled assay, resorufin fluorescence, 16 min; stronger effect = higher value; 1 = vehicle wells, 0 = NADH-free wells; activation factor at 20 µM; 0.005% of 190,000 active; AID 1229;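 active = diaphorase activity raised at least twofold by the compound at 20 µM; inactive = activation factor below 2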
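System – purified diaphorase enzyme from Clostridium kluyveri · Input – enzyme 0.07 U/mL final · Also added – final NADH 0.114 mM, resazurin 0.1 mM · Measured by – fluorescence of resorufin, 544 nm excitation, 590 nm emission · Timing – 16 min enzyme reaction, ambient temperature · Measure – resorufin increase flagging diaphorase activators or reducers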
TNAP act hi DEA: increases human TNAP activity under high phosphate acceptor concentration; AID 1136; 200,000 tested, under 10 active; P05186; activation factor at 20 µM; purified TNAP, CDP-star luminescence, 1 M DEA, 30 min; stronger effect = higher value; 0 = EDTA background, 1 = DMSO-only activity;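 active = activation factor at least 2 at 20 µM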
Target sequence (P05186 whole entry, looked up): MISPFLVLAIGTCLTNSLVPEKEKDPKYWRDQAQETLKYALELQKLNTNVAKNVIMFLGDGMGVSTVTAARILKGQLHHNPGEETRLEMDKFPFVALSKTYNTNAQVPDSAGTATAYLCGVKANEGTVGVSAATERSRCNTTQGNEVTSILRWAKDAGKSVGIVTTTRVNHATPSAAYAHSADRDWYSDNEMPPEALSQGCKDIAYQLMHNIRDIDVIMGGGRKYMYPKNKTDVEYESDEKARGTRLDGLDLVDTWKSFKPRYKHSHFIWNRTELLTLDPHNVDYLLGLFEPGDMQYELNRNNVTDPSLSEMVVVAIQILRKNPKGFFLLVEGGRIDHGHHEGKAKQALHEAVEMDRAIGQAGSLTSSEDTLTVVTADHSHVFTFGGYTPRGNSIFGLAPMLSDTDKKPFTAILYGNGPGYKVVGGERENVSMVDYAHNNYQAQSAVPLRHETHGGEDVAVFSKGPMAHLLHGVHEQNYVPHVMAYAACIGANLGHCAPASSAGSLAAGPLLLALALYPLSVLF
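system = human TNAP | amount = enzyme diluted 1/800 final | reagent = 100 µM CDP-star substrate | signal = luminescent substrate turnover signal | dosing = one dose, 20 µM | benchmarks = EDTA negative control, DMSO positive control | measure = activation factor | timing = 30 min reaction, room temperature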
PMI act hi M6P: activators of human phosphomannose isomerase at near-saturating mannose 6-phosphate; 0.34% of 190,000 active; P34949; AID 1216; activation factor at 20 µM; coupled PMI enzyme assay, resazurin fluorescence, 20 min; stronger effect = higher value; 1 = untreated enzyme, 0 = substrate-free blank;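 active = activation factor of 2 or more at 20 µM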
Target sequence (P34949 whole entry, looked up): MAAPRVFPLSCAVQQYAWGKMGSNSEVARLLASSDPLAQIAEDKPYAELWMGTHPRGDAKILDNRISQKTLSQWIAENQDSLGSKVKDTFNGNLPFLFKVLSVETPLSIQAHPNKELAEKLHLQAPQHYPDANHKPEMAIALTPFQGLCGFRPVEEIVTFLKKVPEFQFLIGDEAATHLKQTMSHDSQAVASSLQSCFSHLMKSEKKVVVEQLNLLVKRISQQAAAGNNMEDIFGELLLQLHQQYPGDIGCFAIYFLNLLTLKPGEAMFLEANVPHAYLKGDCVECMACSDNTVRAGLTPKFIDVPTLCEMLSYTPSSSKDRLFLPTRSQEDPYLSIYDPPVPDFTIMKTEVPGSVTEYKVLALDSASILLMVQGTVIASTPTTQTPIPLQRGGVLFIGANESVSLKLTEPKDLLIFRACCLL
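Material: human phosphomannose isomerase with PGI, G6PDH, diaphorase coupling enzymes; amount: PMI at 15 ng/mL final; also added: Mannose-6-phosphate 1.0 mM (near-saturating) plus 0.22 mM NADP+; incubation: enzyme reaction with compound 20 min at room temperature; signal: resorufin fluorescence (Ex 544/Em 590 nm) from resazurin via diaphorase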
PMI act: increases human mannose-6-phosphate isomerase activity; P34949; purified human PMI, coupled resazurin fluorescence, 20 min; stronger effect = higher value; 1 = vehicle control, 0 substrate-free wells; activation factor at 20 µM; 0.005% of 190,000 active;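 active = activation factor of 2 or more at 20 µM, relative to plate controls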
L major viab: inhibitors of Leishmania major promastigote growth; 9% of 200,000 active; Leishmania major promastigotes, resazurin fluorescence viability; AID 1063; inhibition, % at 10 µM; in the data active = inhibition above about 50%;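 also: promastigotes grown with compound for 44 hours at 28 °C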
bIAP activator: intestinal alkaline phosphatase (bovine) activation. AID 1016. purified bovine IAP, CDP-star luminescence, 30 min; stronger effect = higher value; fold of DMSO-control signal, blank-subtracted. 0.17% of 200,000 active. activation factor at 20 µM;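 active = activation factor of 2 or more at 20 µM, a signal rise over negative controls twice the positive control's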
TNAP inh hi DEA: TNAP (human) inhibition, high acceptor | 0.03% of 200,000 active | purified TNAP, CDP-star luminescence, 1 M DEA | P05186 | inhibition, % at 20 µM;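 active = over 50% inhibition of tissue-nonspecific alkaline phosphatase at 20 µM in the single-dose screen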;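 also: plate controls were DMSO wells for no effect and EDTA-quenched wells as full inhibition for full effect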
TNAP inh no acc: TNAP (human) inhibition, acceptor-free conditions; AID 1012; purified TNAP, CDP-star luminescence, 30 min; 0.26% of 200,000 active; P05186; inhibition, % at 20 µM;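 active = tissue-nonspecific alkaline phosphatase inhibition above about 50% at 20 µM in the single-dose screen, limit read from the data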;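 also: 0% = DMSO negative control and 100% = EDTA positive control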
An asterisk follows results filed as active.

How did COc1ccc(NC(=O)COC(=O)c2ccc([N+](=O)[O-])o2)cc1Cl do in these assays?
bIAP inhibitor: -5; Diaphorase inh: 2; Diaphorase act: 1; TNAP act hi DEA: 1; PMI act hi M6P: 0.9; PMI act: 1.1; L major viab: -13; bIAP activator: 1.1; TNAP inh hi DEA: 2; TNAP inh no acc: -12

How did O=C(C1=C[C@@H]2[C@H]3C(=O)N(c4ccc(Cl)cc4)C(=O)[C@H]3[C@@H](C(=O)c3ccc(Cl)cc3)N2C=C1)c1ccccc1 do in these assays?
bIAP inhibitor: -5; Diaphorase inh: 18; Diaphorase act: 0.8; TNAP act hi DEA: 0.9; PMI act hi M6P: 1.8; PMI act: 1.4; L major viab: 0; bIAP activator: 1; TNAP inh hi DEA: 8; TNAP inh no acc: -11

Results for O=C(N1CCOCC1)N1CCN(S(=O)(=O)c2ccccc2)C1 ?
bIAP inhibitor: 11; Diaphorase inh: -7; Diaphorase act: 1.1; TNAP act hi DEA: 1; PMI act hi M6P: 1; PMI act: 1; L major viab: -2; bIAP activator: 0.9; TNAP inh hi DEA: -2; TNAP inh no acc: -7

How did COc1ccc(CSc2nncn2C)cc1[N+](=O)[O-] do in these assays?
bIAP inhibitor: 13; Diaphorase inh: 4; Diaphorase act: 1; TNAP act hi DEA: 1; PMI act hi M6P: 1; PMI act: 1; L major viab: 52*; bIAP activator: 0.9; TNAP inh hi DEA: 0; TNAP inh no acc: -4

Results for COc1ccc(S(=O)(=O)n2cnc3cc(C)c(C)cc32)cc1 ?
bIAP inhibitor: -1; Diaphorase inh: 6; Diaphorase act: 0.9; TNAP act hi DEA: 1.1; PMI act hi M6P: 0.9; PMI act: 1; L major viab: 4; bIAP activator: 1; TNAP inh hi DEA: -6; TNAP inh no acc: 10

What do the screens show for `O=C(CSc1ccccc1)Nc1nccs1`?
bIAP inhibitor: -19; Diaphorase inh: 2; Diaphorase act: 1; TNAP act hi DEA: 1.1; PMI act hi M6P: 1; PMI act: 1; L major viab: -7; bIAP activator: 1.2; TNAP inh hi DEA: -6; TNAP inh no acc: -8

Results for C=CCOc1nc2c(c(=O)n(C)c(=O)n2C)n1Cc1ccc(Cl)cc1 ?
bIAP inhibitor: 6; Diaphorase inh: 3; Diaphorase act: 1; TNAP act hi DEA: 1; PMI act hi M6P: 1; PMI act: 1; L major viab: 3; bIAP activator: 0.9; TNAP inh hi DEA: -2; TNAP inh no acc: -8

What do the screens show for `CN(C)CCSc1nc(N)c2c3c(sc2n1)CN(C)CC3`?
bIAP inhibitor: -4; Diaphorase inh: -41; Diaphorase act: 1.4; TNAP act hi DEA: 1; PMI act hi M6P: 0.8; PMI act: 1.1; L major viab: 5; bIAP activator: 1; TNAP inh hi DEA: -4; TNAP inh no acc: -5

How did CC1(NC(=S)NCCO)CCS(=O)(=O)C1 (centres undefined) do in these assays?
bIAP inhibitor: 24; Diaphorase inh: 7; Diaphorase act: 0.9; TNAP act hi DEA: 1; PMI act hi M6P: 1; PMI act: 0.9; L major viab: -6; bIAP activator: 0.8; TNAP inh hi DEA: 4; TNAP inh no acc: -8

What do the screens show for `O=C(Nc1ccccc1)Nc1cccc(Cl)c1`?
bIAP inhibitor: 10; Diaphorase inh: 8; Diaphorase act: 0.9; TNAP act hi DEA: 1; PMI act hi M6P: 1.1; PMI act: 1; L major viab: 6; bIAP activator: 0.9; TNAP inh hi DEA: 2; TNAP inh no acc: 7

Results for O=C(CN(C(=O)CNS(=O)(=O)c1ccccc1)c1ccc2c(c1)OCCO2)NCc1ccco1 ?
bIAP inhibitor: 18; Diaphorase inh: 11; Diaphorase act: 0.9; TNAP act hi DEA: 1.1; PMI act hi M6P: 1; PMI act: 1; L major viab: -3; bIAP activator: 0.8; TNAP inh hi DEA: -6; TNAP inh no acc: -10

What do the screens show for `O=C(COC(=O)C1CC(O)CN1S(=O)(=O)c1ccc(Cl)cc1)c1ccccc1Cl` (centres undefined)?
bIAP inhibitor: 2; Diaphorase inh: 14; Diaphorase act: 0.9; TNAP act hi DEA: 1; PMI act hi M6P: 1.1; PMI act: 1.1; L major viab: 29; bIAP activator: 1; TNAP inh hi DEA: -1; TNAP inh no acc: -5

Reprinted at random: two entries already listed
How did COc1ccc(CSc2nncn2C)cc1[N+](=O)[O-] do in these assays?
bIAP inhibitor: 13; Diaphorase inh: 4; Diaphorase act: 1; TNAP act hi DEA: 1; PMI act hi M6P: 1; PMI act: 1; L major viab: 52*; bIAP activator: 0.9; TNAP inh hi DEA: 0; TNAP inh no acc: -4

How did COc1ccc(NC(=O)COC(=O)c2ccc([N+](=O)[O-])o2)cc1Cl do in these assays?
bIAP inhibitor: -5; Diaphorase inh: 2; Diaphorase act: 1; TNAP act hi DEA: 1; PMI act hi M6P: 0.9; PMI act: 1.1; L major viab: -13; bIAP activator: 1.1; TNAP inh hi DEA: 2; TNAP inh no acc: -12

Other entries.
How did CNc1cc([N+](=O)[O-])ccc1N/C=C/C(=O)c1cccs1 do in these assays?
bIAP inhibitor: 6; Diaphorase inh: 9; Diaphorase act: 0.9; TNAP act hi DEA: 0.9; PMI act hi M6P: 1; PMI act: 1.1; L major viab: 6; bIAP activator: 0.9; TNAP inh hi DEA: 12; TNAP inh no acc: 1

Results for CN(Cc1nc(-c2cnccn2)no1)C1CC(C)(C)NC(C)(C)C1 ?
bIAP inhibitor: 8; Diaphorase inh: 21; Diaphorase act: 0.8; TNAP act hi DEA: 1; PMI act hi M6P: 0.9; PMI act: 0.9; L major viab: -7; bIAP activator: 0.9; TNAP inh hi DEA: -5; TNAP inh no acc: -5

Results for COC(=O)CC(NS(=O)(=O)c1cccs1)c1cccc2ccccc12 (centres undefined) ?
bIAP inhibitor: 16; Diaphorase inh: 22; Diaphorase act: 0.8; TNAP act hi DEA: 1; PMI act hi M6P: 0.8; PMI act: 0.8; L major viab: 1; bIAP activator: 0.8; TNAP inh hi DEA: -4; TNAP inh no acc: -9

How did COCCNC(=S)N(C)C1(c2ccccc2Cl)CCCCC1=O (centres undefined) do in these assays?
bIAP inhibitor: -6; Diaphorase inh: 0; Diaphorase act: 1; TNAP act hi DEA: 1.1; PMI act hi M6P: 1; PMI act: 1; L major viab: 9; bIAP activator: 1.1; TNAP inh hi DEA: -7; TNAP inh no acc: -5

Results for O=C(O)CCC(=O)Nc1nc(-c2ccccc2)cs1 ?
bIAP inhibitor: 9; Diaphorase inh: 8; Diaphorase act: 0.9; TNAP act hi DEA: 1; PMI act hi M6P: 1; PMI act: 1; L major viab: -7; bIAP activator: 0.9; TNAP inh hi DEA: -3; TNAP inh no acc: -12

How did COc1ccc(C)cc1NC(=O)c1cc2c(=O)n3ccccc3nc2n1C do in these assays?
bIAP inhibitor: -15; Diaphorase inh: 0; Diaphorase act: 1; TNAP act hi DEA: 1; PMI act hi M6P: 1.1; PMI act: 1.1; L major viab: 0; bIAP activator: 1.1; TNAP inh hi DEA: -1; TNAP inh no acc: -12

Results for Cc1nnc(SCC(=O)Nc2cccc(S(=O)(=O)NC3=NCCCCC3)c2)n1Cc1ccccc1 ?
bIAP inhibitor: -14; Diaphorase inh: 0; Diaphorase act: 1; TNAP act hi DEA: 1; PMI act hi M6P: 1; PMI act: 0.9; L major viab: -3; bIAP activator: 1.1; TNAP inh hi DEA: -5; TNAP inh no acc: -2

Results for Cc1ccc(NC(=O)CSc2nc(NS(=O)(=O)c3ccc(C)cc3)cc(=O)[nH]2)cc1 ?
bIAP inhibitor: 9; Diaphorase inh: 12; Diaphorase act: 0.9; TNAP act hi DEA: 1; PMI act hi M6P: 1; PMI act: 0.9; L major viab: 3; bIAP activator: 0.9; TNAP inh hi DEA: -3; TNAP inh no acc: -9

What do the screens show for `Cc1cc(Br)c(S(=O)(=O)n2nnc3ccccc32)cc1C`?
bIAP inhibitor: 9; Diaphorase inh: 17; Diaphorase act: 0.8; TNAP act hi DEA: 1; PMI act hi M6P: 0.9; PMI act: 0.9; L major viab: -7; bIAP activator: 0.9; TNAP inh hi DEA: -1; TNAP inh no acc: 3

Results for O=C(Cc1cccc2ccccc12)NN1C(=O)C2C(C1=O)C1C=CC2C12CC2 (centres undefined) ?
bIAP inhibitor: 15; Diaphorase inh: 8; Diaphorase act: 0.9; TNAP act hi DEA: 1; PMI act hi M6P: 1; PMI act: 0.9; L major viab: 12; bIAP activator: 0.9; TNAP inh hi DEA: -1; TNAP inh no acc: -12

Results for O=C(NCCCN1CCC(Cc2ccccc2)CC1)C1CC(=O)N(C2CCCCCC2)C1 (centres undefined) ?
bIAP inhibitor: -20; Diaphorase inh: -6; Diaphorase act: 1.1; TNAP act hi DEA: 1.1; PMI act hi M6P: 1.1; PMI act: 1.1; L major viab: 5; bIAP activator: 1.2; TNAP inh hi DEA: -6; TNAP inh no acc: 31

How did CCOc1cc(S(=O)(=O)NCc2ccc(OC)cc2)c(OCC)cc1-n1cnnn1 do in these assays?
bIAP inhibitor: 14; Diaphorase inh: 19; Diaphorase act: 0.8; TNAP act hi DEA: 1.1; PMI act hi M6P: 1; PMI act: 1; L major viab: -5; bIAP activator: 0.9; TNAP inh hi DEA: -6; TNAP inh no acc: -23

How did CCC1CCC(c2nnc(-c3ccc([N+](=O)[O-])cc3)o2)CC1 (centres undefined) do in these assays?
bIAP inhibitor: 10; Diaphorase inh: 11; Diaphorase act: 0.9; TNAP act hi DEA: 1; PMI act hi M6P: 1; PMI act: 0.9; L major viab: -8; bIAP activator: 0.9; TNAP inh hi DEA: -1; TNAP inh no acc: 2

How did CSc1cc(-c2ccc(Cl)cc2)c(C(=O)NC(C)C)s1 do in these assays?
bIAP inhibitor: 2; Diaphorase inh: 8; Diaphorase act: 0.9; TNAP act hi DEA: 1.1; PMI act hi M6P: 1; PMI act: 1; L major viab: -1; bIAP activator: 1; TNAP inh hi DEA: -5; TNAP inh no acc: -11

What do the screens show for `O=C(NC1=NCCS1)c1cccs1`?
bIAP inhibitor: 24; Diaphorase inh: 7; Diaphorase act: 0.9; TNAP act hi DEA: 1; PMI act hi M6P: 1; PMI act: 0.9; L major viab: -10; bIAP activator: 0.8; TNAP inh hi DEA: 0; TNAP inh no acc: -1

What do the screens show for `Brc1cc2c(cc1/C=N/Nc1nc(N3CCCC3)nc(N3CCOCC3)n1)OCO2`?
bIAP inhibitor: 4; Diaphorase inh: 11; Diaphorase act: 0.9; TNAP act hi DEA: 1.1; PMI act hi M6P: 1; PMI act: 0.9; L major viab: 7; bIAP activator: 1; TNAP inh hi DEA: -5; TNAP inh no acc: -7

Compounds were not picked by outcome (roughly 10% active in at least one column).
